Compound activity as filed in PubChem BioAssay.
Dengue-2 NS5 capping = flavivirus cap methylation enzyme inhibition – biochemical, confirmation dose response, primary screen (AID 588689); Dengue-2 NS5 methyltransferase capping enzyme assay, biochemical; higher % means a stronger effect; one-dose inhibition, % at 25 µM; IC50 in µM for titrated hits; 340,000 tested, 0.3% active; in the data active = a potency from the dose series; inconclusive = inhibition above about 29% without an active follow-up result
MgcRacGAP inhibition = MgcRacGAP GTPase-activating activity inhibitors, confirmation, biochemical, ADP Hunter fluorescence; MgcRacGAP-stimulated Rac1 GTP hydrolysis, ADP Hunter fluorescence; higher % means a stronger effect; GST-tagged Rac1 F28L mutant substrate; inhibition, % at 30 µM; hits with a dose series show IC50 in µM; 340,000 tested, 0.6% active; AID 624330;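 active = first-screen hits whose inhibition reached a set limit at any dose in the follow-up dose series; inconclusive = inhibition above the set first-screen limit but never retested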;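 note: fluorescence reports GDP produced by GAP-driven GTP hydrolysis; strong numbers were not always called active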
NTR1 ag = NTR1-driven beta-arrestin-GFP spot formation – imaging, U2OS cells, high content, primary screen (AID 493036); 330,000 tested, 0.17% active; P30989; activation, % at 20 µM; agonist mode;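 active = activation at or above 40% of the spot to cytoplasm intensity ratio, with at least 20 cells analyzed; inconclusive = wells under 20 cells, flagged as cytotoxic or low count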;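 note: 0% = DMSO without peptide and 100% = 100 nM NTR1 peptide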
Target sequence (P30989 whole entry, looked up): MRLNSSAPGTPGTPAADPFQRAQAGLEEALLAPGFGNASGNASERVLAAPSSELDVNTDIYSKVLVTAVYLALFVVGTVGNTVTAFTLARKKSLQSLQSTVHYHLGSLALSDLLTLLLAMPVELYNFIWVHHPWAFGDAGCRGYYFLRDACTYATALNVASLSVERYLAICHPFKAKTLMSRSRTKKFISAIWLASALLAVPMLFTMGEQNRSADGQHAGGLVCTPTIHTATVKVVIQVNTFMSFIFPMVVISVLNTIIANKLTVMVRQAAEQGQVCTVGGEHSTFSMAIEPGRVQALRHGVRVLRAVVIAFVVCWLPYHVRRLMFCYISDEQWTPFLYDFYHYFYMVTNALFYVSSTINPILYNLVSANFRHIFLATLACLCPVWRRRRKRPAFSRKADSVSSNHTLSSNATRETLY
GPR55 beta-arrestin = selective activators of receptor GPR55 – imaging, U2OS cells, beta-arrestin-GFP redistribution, primary screen (AID 1961); 290,000 tested, 0.048% active; activation, % at 10 µM; hits with a dose series show EC50 in µM; U2OS GPR55 beta-arrestin-GFP redistribution imaging; higher % means a stronger effect;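 active = activation above 40% with more than 50 cells counted in the well; inconclusive = wells holding fewer than 50 cells, flagged as toxic or sparse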;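 note: U2OS osteosarcoma cells stably expressing GPR55 and beta-arrestin-GFP; plate controls were DMSO negative control for no effect and LPI positive control for full effect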
AID2073 = disruptors of CaV2.2 binding to Mint1 – biochemical, HTRF (AID 2073) | HTRF protein-protein interaction, Mint1-CaV2.2; higher % means a stronger effect | inhibition, % at 20 µM, or IC50 in µM where a hit was titrated | 290,000 tested, 0.19% active; in the data active = inhibition mostly above about 51%, no sharp cut-off; inconclusive = no clear call, values can overlap the other calls; inactive = mostly below about 53%; note: some results filed as inactive read as strong as hits
Yfh1-off respiration = mitochondrial function rescue without frataxin homolog – Friedreich's ataxia, plus single-dose screen, dose response (AID 1465); S. cerevisiae Yfh1-off respiration, WST-1 reduction, 72 h; higher fold induction means a stronger effect; one-dose fold induction at 50 µM; EC50 in µM for titrated hits; 220,000 tested, 0.074% active;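 active = fold induction of absorbance versus untreated yeast above a set limit, then at least 30% activation at any dose in follow-up; inconclusive = repeats straddling the limit, or above it without dose testing; inactive = fold induction below the set limit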;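 note: activators that raise dye reduction in frataxin-depleted yeast; strong numbers were not always called active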
GPR35 arrestin U2OS = inhibition of zaprinast-stimulated GPR35 beta-arrestin translocation – imaging, U2OS, beta-arrestin-GFP, zaprinast agonist, primary screen (AID 2058). U2OS GPR35 beta-arrestin-GFP translocation imaging, zaprinast antagonism; higher % means a stronger effect. one-dose inhibition, % at 10 µM; IC50 in µM for titrated hits. 290,000 tested, 0.052% active;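 active = inhibition of at least 50% with at least 30 cells and total cytoplasm GFP at most 10,000,000; inconclusive = under 30 cells or total GFP of 10,000,000 plus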
SV40 large T antigen = TAg ATPase/helicase activity blockers – biochemical (AID 1903); 310,000 tested, 0.39% active; SV40 large T antigen ATPase/helicase inhibition assay; higher % means a stronger effect; one-dose inhibition, % at 20 µM; IC50 in µM for titrated hits; in the data active = a potency from the dose series; inconclusive = inhibition mostly from about 32% at the one dose, without a potency; inactive = the rest, 99 in 100 with inhibition below about 32%; note: strong numbers were not always called active
GPR55 antagonists = inhibition of LPI-stimulated GPR55 beta-arrestin translocation – imaging, U2OS, beta-arrestin-GFP, LPI agonist, primary screen (AID 2013). U2OS GPR55 beta-arrestin-GFP translocation imaging, LPI antagonism; higher % means a stronger effect. inhibition, % at 10 µM; hits with a dose series show IC50 in µM. 290,000 tested, 0.13% active;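 active = spots per cell inhibited over 60%, with over 100 cells counted and total cytoplasm intensity under 500,000; inconclusive = wells with under 100 cells, flagged as likely toxic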;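 note: U2OS cells stably carrying GPR55 and arrestin-GFP stimulated by 5 µM LPI near EC80; imaged beta-arrestin-GFP aggregate spots per cell after agonist stimulation; plate controls were LPI-stimulated DMSO wells for no effect and DMSO wells without LPI for full effect; some results filed as inactive read as strong as hits; confirmed hits need IC50 under 10 µM and bright autofluorescent wells are also inconclusive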
NTR1 ag cell count 20 µM = recorded beside NTR1 ag, whose call it bears; cell count; measured here: cell count, cytotoxicity flag
Starred values were filed as active, the others as inactive; i = inactive; u = inconclusive; x = not tested or not shown.

SMILES | Dengue-2 NS5 capping | MgcRacGAP inhibition | NTR1 ag | NTR1 ag cell count 20 µM | GPR55 beta-arrestin | AID2073 | Yfh1-off respiration | GPR35 arrestin U2OS | SV40 large T antigen | GPR55 antagonists
COC(=O)c1cc(C(=O)N2CCN(c3ncccn3)CC2)cc([N+](=O)[O-])c1 | -10% | 2% | -0.8 | 69 | 0.3% | -2% | x | 3% | 10% | 5%
C/C(=N\Nc1nncc2ccccc12)c1cccc(OC(F)F)c1 | -2% | 11% | 0.6 | 42 | -0.1% | 39% | x | 0% | 13% | 38%
COc1ccc(NCc2nnc(SCC(=O)Nc3nc(-c4ccccc4)cs3)n2-c2ccccc2)cc1 | 0% | 14% | 3.8 | 47 | 0.2% | 13% | i | -6% | 16% | 4%
Cc1cc(=O)[nH]c(-c2ccccc2)n1 | 2% | 4% | -4.8 | 83 | 0.0% | -8% | i | 4% | 19% | -8%
Cc1[nH]n(-c2ccccc2)c(=O)c1/C=N/N1C(=O)c2ccc3c4c(ccc(c24)C1=O)CC3 | 3% | 10% | 4.1 | 62 | -0.2% | 18% | i | -17% | 10% | 23%
CCCC[C@H](CN(N=O)[C@@H](Cc1ccccc1)CN(C)N=O)N(CCc1ccccc1)N=O | -7% | 5% | 0.7 | 58 | 0.7% | 10% | i | -2% | 2% | -6%
N#CCCN(Cc1ccncc1)C(=S)NC1CC2C=CC1C2 (stereo not drawn) | x | x | 0.1 | 53 | 0.0% | -1% | i | -13% | 11% | 0%
CCN(CC)CCNc1nc(C(F)(F)F)nc2c1nnn2Cc1ccccc1 | -5% | 7% | -0.2 | 49 | 0.8% | 4% | x | -1% | 1% | 12%
CCc1cccc(OCCCCNCCCOC)c1 | 4% | 19% | 0.3 | 71 | 0.2% | -3% | i | -7% | 5% | 0%
COc1cc(/C=C/C(=O)N2CCCC2)cc(OC)c1OC | -3% | 8% | -0.1 | 46 | 0.2% | 6% | i | -1% | 12% | 1%
CN(C)c1ccc(NC(=O)CSc2nc3ccccc3c(=O)n2CC2CCCO2)cc1 (stereo not drawn) | -6% | 3% | -0.5 | 46 | -0.1% | -6% | x | -6% | 13% | -10%
Cc1cc(C)c(NC(=O)NC(=O)C(Cl)(Cl)Cl)c(C)c1 | -1% | 4% | 0.2 | 56 | 0.2% | -8% | i | 9% | 2% | -1%
CCC(C)NS(=O)(=O)c1ccc(OC)c(Cl)c1Cl (stereo not drawn) | -2% | 4% | -0.6 | 78 | -0.1% | 3% | i | -2% | -5% | -12%
O=[N+]([O-])c1ccc(-c2nnc(CNC3CCCC3)o2)cc1 | 0% | 1% | 2.5 | 44 | -0.4% | 33% | i | -16% | 4% | 13%
NS(=O)(=O)c1ccc(CCNC(=O)c2ccc3c(c2)N(Cc2ccccc2)CCS3)cc1 | -1% | 2% | 2.3 | 62 | 0.0% | 10% | x | 3% | 4% | 45%
CC1=NN(c2ccccc2)C(=O)/C1=C\C=C1\N(C)c2ccccc2C1(C)C | -19% | 5% | 5.5 | 37 | -0.2% | -2% | i | 12% | 10% | -6%
CN(Cc1ccccc1)C(=O)CCS(=O)(=O)c1ccc2c(c1)NC(=O)CS2 | -2% | 9% | -0.7 | 54 | -0.2% | 9% | x | 6% | 12% | 1%
Cc1cc(S(=O)(=O)/N=C(\N)c2ccc(C(N)=O)cc2)cc(C)c1F | 1% | x | -1.8 | 77 | -0.2% | 11% | x | -15% | 17% | 9%
O=c1oc(/C=C/c2ccco2)nc2sc3c(c12)CCC3 | u | 17% | 0.6 | 42 | -0.1% | 15% | x | 0% | u | x
Cc1ccc(C(=O)NCC(c2ccco2)N2CCOCC2)cc1 (stereo not drawn) | -10% | 4% | 1.2 | 66 | x | x | x | x | 7% | x
Cc1ccc(C(=O)Nc2ccccc2C(=O)NCC2CCCO2)cc1 (stereo not drawn) | -3% | 9% | -0.7 | 55 | -0.1% | 8% | x | -7% | 3% | -2%
N#C/C(=C(/O)COc1ccc(Cl)cc1)c1nc2ccccc2s1 | 0% | 7% | 3.9 | 54 | -0.1% | 18% | i | -16% | 7% | 0%
O=C(CSc1nnc(-c2ccccn2)n1Cc1ccccc1)Nc1ccc2c(c1)OCO2 | -7% | 8% | 1.1 | 54 | -0.2% | 0% | i | 0% | 1% | -7%
O=c1[nH]c(=O)n(Cc2ccccc2)c2c1C(C(F)(F)F)(C(F)(F)F)N=C(c1ccco1)N2 | -6% | 4% | 4.0 | 58 | 0.0% | -2% | i | -15% | 11% | -8%
Cc1nnc(Nc2ccc(S(N)(=O)=O)cc2)c2ccccc12 | 4% | 11% | -1.1 | 61 | 0.7% | 10% | x | -10% | 10% | -30%
O=C(NCCN1CCOCC1)c1ccc(-c2ccccc2)cc1 | -3% | 3% | -0.1 | 62 | 0.2% | -3% | i | -5% | 0% | 4%
COC(=O)c1c(NC(=O)C(=O)N2CCCCC2)sc2c1CC(C)(C)OC2 | -1% | -4% | -1.1 | 65 | 0.6% | -5% | x | 12% | 8% | 6%
Cc1occc1C(=O)N/N=C/C=C/c1ccccc1 | -12% | 4% | -0.1 | 47 | 0.0% | 2% | i | -11% | 25% | 10%
O=c1oc2ccccc2c(NCCO)c1[N+](=O)[O-] | -2% | -2% | -0.8 | 38 | -0.2% | 1% | i | -3% | 10% | -1%
COc1ccc(C2C3C(=O)N(Cc4ccccc4)C(=O)C3ON2c2ccccc2)c(OC)c1OC (stereo not drawn) | -2% | 12% | 0.4 | 48 | -0.1% | -10% | x | -2% | -2% | -2%
COc1cccc(/C=C/C(=O)NCCc2ccc(OC)c(OC)c2)c1 | 5% | 6% | 0.8 | 36 | -0.1% | 26% | i | -4% | 22% | 0%
CC(C)OC(=O)CSc1nc2cccnc2n1-c1ccc(F)cc1 | 10% | 3% | -0.8 | 82 | -0.1% | -2% | i | 6% | -1% | 6%
CCCn1c(=O)c(C(=O)NNS(=O)(=O)c2ccc(C)cc2)c(O)c2ccccc21 | -1% | 8% | 0.6 | 71 | -0.2% | 22% | i | -12% | -1% | 1%
C/C(=N\NC(=S)NCc1ccccc1)c1ccc(Br)cc1 | -1% | 20% | 14 | 53 | -0.4% | -8% | i | 1% | 7% | 19%
Cc1ccc(OCCNC(=O)c2ccc(COc3ccccc3)o2)cc1 | 2% | 4% | -0.2 | 52 | x | x | x | x | 12% | x
COc1cccc(CC2(CO)CCCN(Cc3sc(N4CCCC4)nc3Cl)C2)c1 (stereo not drawn) | 10% | 3% | -0.6 | 59 | -0.2% | -21% | i | 18% | 68% | 6%
CNC(=O)Nc1cc(C(F)(F)F)cc(C(F)(F)F)c1 | 2% | 7% | 0.9 | 50 | 0.2% | -4% | i | -9% | 20% | -4%
COc1ccc(OC)c(C(C(=O)NC2CCCCC2)N(C(=O)c2snc(C(N)=O)c2N)c2ccccc2OC)c1 (stereo not drawn) | -4% | -5% | 23 | 49 | -0.2% | 23% | x | -11% | -3% | -2%
C#CCOCCOCCOCCNc1nc(N2CCN(C(=O)Cn3cc(CCO)nn3)CC2)nc(N2CCN(C(=O)[C@H]([C@@H](C)O)n3cc(CCCCN)nn3)CC2)n1 | 4% | 8% | -0.8 | 61 | -0.1% | 5% | i | -3% | 8% | -3%
CCc1ccc(OCC(=O)NC(NC(=S)Nc2ccc(Cl)cc2)C(Cl)(Cl)Cl)cc1 (stereo not drawn) | -2% | 13% | 11 | 36 | -0.3% | -2% | i | 11% | 8% | 9%
CC(C)Oc1ccccc1C(=O)NC(CO)C(=O)O (stereo not drawn) | -2% | 6% | 1.5 | 39 | -0.1% | 5% | i | 28% | 2% | 3%
CCCn1c(N)c(Sc2ccc(C)cc2)c(=O)n(CCC)c1=O | -7% | 8% | -1.0 | 29 | -0.7% | 2% | i | 20% | 11% | 8%
O=C(Nc1ccc(-c2nc3ccc(NC(=O)c4cccs4)cc3[nH]2)cc1)c1cccs1 | -1% | 4% | 5.0 | 63 | -0.2% | 16% | i | -14% | 6% | 10%
CC(C)(C)S(=O)(=O)/C(C#N)=C/Nc1ccccn1 | x | x | -0.3 | 53 | 0.3% | u | i | -2% | 3% | 1%
COC(=O)[C@@]12CCCCN1[C@H](c1ccc(-c3ccccc3)cc1)[C@@H]1C(=O)N(C)C(=O)[C@@H]12 | 2% | 5% | 13 | 99 | x | x | x | x | 8% | x
CCn1cc(/C=C(\NC(=O)c2ccc(OC)cc2)C(=O)N2CCOCC2)c2ccccc21 | 5% | 3% | 0.7 | 67 | 0.7% | 24% | x | 11% | 2% | 3%
O=[N+]([O-])c1ccccc1NCc1ccc(Cl)cc1 | x | x | 0.9 | 91 | 0.0% | 49% | i | -9% | 3% | -6%
CCOc1ccc(CC(=N)C2=C(O)CC(C)(C)CC2=O)cc1OCC | 3% | 4% | -0.6 | 84 | 0.9% | 1% | i | 0% | 4% | 4%
Cc1cccc(NC(=S)NC(=O)CCc2ccccc2)c1C | -6% | 5% | 12 | 36 | -0.2% | -3% | i | 8% | 0% | 2%
O=C(Nc1cccnc1Cl)c1cc(-c2ccco2)on1 | -2% | 5% | 1.7 | 81 | -0.1% | 0% | i | 0% | 7% | -3%
Cn1c(=O)[nH]c(=O)c2c1nc(Br)n2CC(O)c1ccccc1 (stereo not drawn) | -3% | 8% | 0.0 | 60 | -0.4% | 5% | i | -2% | -10% | 10%
COc1ccc(Cc2nc3ccc(C(=O)NCC(C)(C)OC)cc3o2)cc1 | -8% | 11% | 0.0 | 77 | 0.2% | 4% | x | 1% | 7% | 2%
C/C(=N\Nc1ccc(C(=O)c2c(C)cc3ccccn23)cc1[N+](=O)[O-])c1ccc(O)cc1 | -3% | 13% | 12 | 56 | 0.0% | 6% | i | -1% | 12% | 3%
CCCn1nc(C(=O)OCn2nnc3ccccc3c2=O)c2ccccc2c1=O | -2% | 2% | 1.0 | 45 | 0.3% | -3% | i | 1% | 25% | -6%
CN(CC(=O)Nc1ccc(Cl)cc1)C(=O)CNC(=O)c1ccc2c(c1)OCO2 | -4% | 8% | 0.1 | 52 | x | x | x | x | 10% | x
COc1cc(C(=O)OCC(=O)Nc2cccc(S(=O)(=O)N3CCOCC3)c2)ccc1OCC(C)C | 3% | 2% | 3.5 | 57 | x | x | x | x | 6% | x
